VLA-4 inh: inhibition in a human VLA-4 binding assay; inhibition, % (about 7 µM as worked out from the volumes in the protocol); P13612; VLA-4 expressing cells, ligand binding flow cytometry; 330,000 compounds, 0.2% hits; in the data active = inhibition above about 50%
Target sequence (P13612 whole entry, looked up): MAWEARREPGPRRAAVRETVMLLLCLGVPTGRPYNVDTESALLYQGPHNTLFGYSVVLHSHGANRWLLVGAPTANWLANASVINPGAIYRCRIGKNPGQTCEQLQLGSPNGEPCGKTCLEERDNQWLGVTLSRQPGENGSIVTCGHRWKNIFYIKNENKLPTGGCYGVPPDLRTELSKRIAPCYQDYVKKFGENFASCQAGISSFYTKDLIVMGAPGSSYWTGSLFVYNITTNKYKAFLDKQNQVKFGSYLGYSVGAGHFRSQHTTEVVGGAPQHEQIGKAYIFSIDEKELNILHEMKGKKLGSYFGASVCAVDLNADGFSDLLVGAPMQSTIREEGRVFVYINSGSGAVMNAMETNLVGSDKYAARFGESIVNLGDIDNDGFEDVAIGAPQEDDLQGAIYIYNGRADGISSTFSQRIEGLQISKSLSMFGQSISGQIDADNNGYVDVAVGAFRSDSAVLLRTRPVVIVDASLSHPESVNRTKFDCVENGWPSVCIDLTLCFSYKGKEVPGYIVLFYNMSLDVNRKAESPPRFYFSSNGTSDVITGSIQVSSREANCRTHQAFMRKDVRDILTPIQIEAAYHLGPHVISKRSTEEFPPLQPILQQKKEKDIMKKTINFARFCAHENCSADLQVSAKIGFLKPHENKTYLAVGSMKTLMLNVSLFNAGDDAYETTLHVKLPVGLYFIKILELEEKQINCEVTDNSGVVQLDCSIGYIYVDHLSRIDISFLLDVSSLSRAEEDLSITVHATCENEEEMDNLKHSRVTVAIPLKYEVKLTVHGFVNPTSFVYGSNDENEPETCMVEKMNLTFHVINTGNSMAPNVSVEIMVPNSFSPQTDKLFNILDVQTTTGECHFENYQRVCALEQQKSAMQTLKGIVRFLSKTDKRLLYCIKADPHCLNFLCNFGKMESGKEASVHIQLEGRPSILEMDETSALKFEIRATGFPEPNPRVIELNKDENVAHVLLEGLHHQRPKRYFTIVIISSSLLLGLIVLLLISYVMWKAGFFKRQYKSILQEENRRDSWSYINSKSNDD
GLD-1 RNA inh: GLD-1-TGE RNA interaction inhibition (C. elegans); purified GLD-1 + fluorescein TGE RNA, fluorescence polarization; 320,000 compounds, 0.44% hits; inhibition, % at 5.96 µM;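 active = percent inhibition above a per-plate cutoff, the plate mean of test compounds plus 3 SD, cut at about 30% in these data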;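 note: 0% = DMSO wells with GLD-1 and probe and 100% = wells lacking GLD-1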
Yeast superoxide: caloric restriction mimetics inhibiting age-related superoxide in yeast; S. cerevisiae aged cells, superoxide DHE fluorescence; active compounds read low; superoxide response (% of plate mean), % at 10 µM; 330,000 compounds, 0.18% hits; AID 2690;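 active = superoxide response under a set limit, about three screen SD below normal, cut at about 65% in these data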;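 note: yeast aged for seven days with compound at 30 °C before DHE staining; 100% = average MFI of all compound-treated wells on the plate with controls excluded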
Bcl-xL primary: Bcl-xL (human) inhibition; Q07817; GST-Bcl-xL / FITC-Bim BH3 peptide fluorescence polarization; inhibition, % at 10.9 µM; 320,000 compounds, 0.7% hits;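 active = inhibition above the mean of all tested compounds plus 3 SD, cutoff set per campaign, cut at about 30% in these data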;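 note: 0% = DMSO wells and 100% = unlabeled Bim-BH3 peptide competitor; inhibitors lower millipolarization by displacing the labeled peptide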
GRK2 inh: inhibitors of human GRK2 displacing RNA aptamer; inhibition of aptamer binding, % at 10 µM; 330,000 compounds, 0.59% hits; bead flow cytometry, FAM-aptamer displacement from GRK2; P25098;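 active = inhibition of aptamer binding above 40%, roughly 3 SD of noise, on plates passing a quality check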;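 note: median bead fluorescence of bound FAM aptamer so fluorescent compounds give negative values; no value below 0 was filed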
AGP1 TOR yeast: alters AGP1-GFP fluorescence in TOR pathway yeast screen; S. cerevisiae AGP1-GFP multiplex flow cytometry, 3 h; GFP as percent of DMSO wells; GFP response vs DMSO, % at 10 µM; 320,000 compounds, 0.02% hits;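 active = GFP response relative to DMSO above a set limit, near screen average plus 3 SD, cut at about 150% in these data; inconclusive = fewer than 70 cells counted for the yeast strain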;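 note: median GFP channel fluorescence of the gated AGP1 strain per well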
CIT2 TOR yeast: modulators of TOR pathway CIT2-GFP in S. cerevisiae | S. cerevisiae CIT2-GFP strain, flow cytometry, 3 h; 100 means same as DMSO wells | GFP response vs DMSO, % at 10 µM | 320,000 compounds, 0.065% hits | AID 2029;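 active = GFP response relative to DMSO above a set limit, near the screen mean plus 3 SD, cut at about 150% in these data; inconclusive = Fewer than 70 cells measured for a yeast strain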;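 note: ratio of well median GFP fluorescence to mean of DMSO wells on the plate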
MEX-5 binding: C. elegans MEX-5 TCR-2 RNA binding activity; Q9XUB2; MEX-5/FITC-TCR2 RNA binding, fluorescence polarization; active compounds read low; activity score (negative = inhibition of binding), % at 10 µM; 300,000 compounds, 0.38% hits;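 active = inhibition past about -25% in most replicates, and total fluorescence under double the plate's negative control median, limit read from the data; inconclusive = replicates evenly split on the limit, or fluorescence at least double controls; inactive = too little inhibition in most replicates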;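 note: 0% = DMSO and -100% = 5 µM competing unlabeled TCR2 RNA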
MCL1-BIM inh: disrupts human MCL1 binding to BIM-BH3 peptide. inhibition, % at 10.9 µM. GST-MCL1 / FITC-Bim-BH3 fluorescence polarization. Q07820. 320,000 compounds, 0.68% hits;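 active = inhibition above the mean inhibition of all tested compounds plus 3 SD, set per campaign, cut at about 40% in these data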;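 note: 0% = DMSO wells and 100% = unlabeled Bim-BH3 peptide control; higher means more loss of mP so more displacement of Bim peptide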
Numbers without * were called inactive; ? = inconclusive; . = no result given.

molecule,VLA-4 inh,GLD-1 RNA inh,Yeast superoxide,Bcl-xL primary,GRK2 inh,AGP1 TOR yeast,CIT2 TOR yeast,MEX-5 binding,MCL1-BIM inh
CNC(=S)NNC(=O)c1ccc2c(c1)OCO2,5,-2,125,-6,2,99,97,-3.5,-6
CCCC(CCC(=O)Nc1cccc([N+](=O)[O-])c1)C(=O)O (centres undefined),3,-3,105,3,2,107,109,1.1,-2
COc1ccc(-n2c(=O)c(NC(=O)c3ccccc3)c3n(c2=S)CCCCC3)cc1,5,-5,89,2,8,115,103,0.6,-4
c1nc(N2CCCC2)c2[nH]cnc2n1,30,1,85,8,2,100,97,0.0,11
O=C(Cn1cnc2c(nnn2Cc2ccc(F)cc2)c1=O)NCc1ccccc1,-4,2,94,7,0,103,100,.,2
CN(C)c1ccc(C(=O)NCCCSc2ccccc2)cc1,-10,0,112,0,0,?,?,1.6,6
COc1cc2ccccc2cc1C(=O)OCC(=O)NC1CCS(=O)(=O)C1 (centres undefined),-1,3,104,2,2,114,115,0.1,-6
O=c1c(-c2ccc(Cl)cc2)coc2c(CN3CCOCC3)c(O)ccc12,1,7,98,-8,0,100,103,0.1,2
NS(=O)(=O)c1ccc(NC(=O)CSc2ncnc3ccccc23)cc1,-6,4,85,1,1,99,96,-0.9,-3
CSCC[C@H](NS(=O)(=O)c1ccc(C(C)=O)cc1)c1nnc2ccccn12,13,-7,117,6,3,104,99,-1.4,11
CC(C)C(=O)Nc1c(C(=O)N2CCN(c3ncccn3)CC2)oc2ccccc12,1,7,110,4,3,103,97,-1.7,-3
CC(=O)c1sc(=S)n(Cc2ccccc2)c1C,3,.,107,.,0,97,105,3.2,.
CCNC(=O)C1(c2ccccc2)CCCC1,7,-9,87,10,0,97,112,0.8,7
COc1ccc(OC)c(-c2csc(NC(=O)c3ccc(F)cc3)n2)c1,7,1,103,10,0,99,108,2.5,-3
Cc1ccc(N/C=C/C(=O)c2ccccc2)cc1Br,16,-3,93,-2,0,89,90,-3.0,1
CCOC(=O)N1C2C=C(C)[C@@H]2[C@@H]2CC(=O)N21 (some centres undefined),4,-2,122,4,2,110,103,-2.4,-1
Cc1ccc(S(=O)(=O)NCCSCc2ccccc2)cc1,3,-2,89,3,0,99,95,1.7,1
O=C(Nc1ccc(Br)cc1)N1CCCCC1,-5,2,90,-1,0,106,93,-0.4,7
O=C(Nc1ccc(Cc2ccncc2)cc1)c1cc(F)c(F)cc1Cl,17,-1,74,1,1,101,103,0.3,-7
O=C(CSc1nnc(-c2ccccc2)o1)N1CCN(c2ccccc2)CC1,2,3,117,-9,2,93,94,1.4,-10

Three entries out of the list, ordered by SMILES length, rising.
molecule,VLA-4 inh,GLD-1 RNA inh,Yeast superoxide,Bcl-xL primary,GRK2 inh,AGP1 TOR yeast,CIT2 TOR yeast,MEX-5 binding,MCL1-BIM inh
CC(=O)c1sc(=S)n(Cc2ccccc2)c1C,3,.,107,.,0,97,105,3.2,.
COc1ccc(OC)c(-c2csc(NC(=O)c3ccc(F)cc3)n2)c1,7,1,103,10,0,99,108,2.5,-3
O=c1c(-c2ccc(Cl)cc2)coc2c(CN3CCOCC3)c(O)ccc12,1,7,98,-8,0,100,103,0.1,2

Following part.
molecule,VLA-4 inh,GLD-1 RNA inh,Yeast superoxide,Bcl-xL primary,GRK2 inh,AGP1 TOR yeast,CIT2 TOR yeast,MEX-5 binding,MCL1-BIM inh
CCN(CC)S(=O)(=O)c1ccc(O)c(NC(=O)c2cc(-c3cc(OC)c(OC)c(OC)c3)nc3ccccc23)c1,-17,8,119,4,0,102,105,-2.2,8
CCOC(=O)CN1C(=O)NC2NC(=O)NC21 (centres undefined),19,0,90,2,0,100,104,-1.2,8
CC(=O)Nc1cccc(OC(=O)COc2ccc(Br)cc2)c1,3,5,97,4,6,106,105,1.8,2
O=C(O)/C=C/C(=O)NNc1ccc([N+](=O)[O-])cc1,1,7,93,-9,4,105,111,-1.1,-22
COC(=O)c1ccc(C(=O)N(C)C2CCCN(Cc3ccccc3F)C2)cc1 (centres undefined),18,4,97,5,0,143,100,-1.1,5
Cc1ccccc1NC(=S)N1CCCC(c2nc3ccccc3[nH]2)C1 (centres undefined),1,9,92,4,0,92,92,-0.9,1
O=C(COC(=O)c1cccc(S(=O)(=O)Nc2ccc(F)cc2)c1)NCCN1C(=O)CSC1=O,6,0,115,-4,4,101,99,-0.2,-3
O=c1cc(C(F)(F)F)nc(SCc2cccnc2)[nH]1,11,1,91,7,3,99,100,1.9,9
COC(=O)C[C@H]1c2cc(C(F)(F)F)ccc2S(=O)(=O)N1C(C)(C)C,28,3,101,5,0,98,106,1.1,1
Cc1onc(C(=O)N2CCOCC2)c1[N+](=O)[O-],-8,3,110,1,7,96,95,2.7,0
COc1ccc(N2CCN(C(=O)CNC(=O)Cc3ccccc3)CC2)cc1,-1,4,110,4,11,98,111,-0.1,7
CC1CCN(C(=O)COc2coc(CN3CCc4ccccc43)cc2=O)CC1,-19,6,105,-2,0,95,89,1.6,-4
COCCn1c(N)c(N(Cc2ccccc2)C(=O)COc2ccccc2F)c(=O)[nH]c1=O,0,5,105,-1,0,101,96,.,-8
CCN(CC)S(=O)(=O)c1ccc(NC(=O)CO/N=C(\N)c2ccccc2)cc1,6,5,117,-2,0,107,95,-1.4,-8
Cc1nc2ccccc2c(=O)n1/N=C/c1ccccc1Cl,25,5,95,5,0,97,94,-1.4,3
O=C(O)c1cncc(Br)c1,9,5,88,5,0,111,113,-2.4,4
C=CCN1C(=O)CSC1=Nc1cccc(O)c1,-21,-8,108,0,0,107,102,-1.4,1
CCCC1NC(=S)N(C2CCCCC2)C1=O (centres undefined),-2,0,92,7,4,93,96,1.0,14
COc1ccccc1Oc1ccc(S(=O)(=O)N2CCOCC2)cc1S(=O)(=O)N1CCOCC1,9,-3,95,6,1,116,105,-1.8,0
CC(=O)c1ccc(N2CCN(S(=O)(=O)c3ccc4c5c3CC(=O)N5CC(C)S4)CC2)cc1 (centres undefined),-8,-1,101,0,2,110,105,1.6,1

Further results:
molecule,VLA-4 inh,GLD-1 RNA inh,Yeast superoxide,Bcl-xL primary,GRK2 inh,AGP1 TOR yeast,CIT2 TOR yeast,MEX-5 binding,MCL1-BIM inh
COC(=O)/C(=C/c1c[nH]c2ccccc12)NC(C)=O,2,0,84,-3,0,108,115,-0.5,-4
CN(C1(C)CCS(=O)(=O)C1)S(=O)(=O)c1cccc([N+](=O)[O-])c1 (centres undefined),-22,3,105,3,8,102,108,1.1,1
Cc1ccc(O)c(NC(=S)NC(=O)C(C)C)c1,-3,2,96,4,0,101,104,0.1,5
COc1ccc(NS(=O)(=O)c2ccc(NC(=O)C3CCCO3)cc2)cc1 (centres undefined),0,-1,110,9,0,99,99,5.1,12
Cc1ccc(S(=O)(=O)N2CCCC2C(=O)OCc2ccccc2)cc1 (centres undefined),11,0,86,7,1,102,104,-2.0,10
CN(C(=O)c1ccc2c(c1)CCN2S(C)(=O)=O)c1ccccc1,6,-2,95,5,1,88,87,-0.3,-2
CC(=O)Nc1ccc(S(=O)(=O)c2ccc(C)cc2)cc1,6,-5,92,4,0,95,92,1.3,5
O=C(NCc1cccnc1)/C(=C/c1ccco1)NC(=O)c1ccccc1,7,-3,95,4,1,104,102,-1.1,5
Cc1nc(NC(=O)c2ccc3c(c2)OCCO3)ccc1Br,-14,5,95,-4,0,81,.,0.5,-8
Cc1ccccc1C(=O)Nc1ccc(-c2nc3ccc(C(=O)c4ccccc4)cc3[nH]2)cc1,0,-8,91,5,2,94,98,0.1,7
CC(=O)N1CCc2c(sc(NC(=O)C3COc4ccccc4O3)c2C(N)=O)C1 (centres undefined),11,9,99,11,2,101,98,-7.9,4
CCNC(=O)c1ccccc1NC(=O)C1CC(=O)N(C(C)C)C1 (centres undefined),-1,-6,101,2,0,105,108,0.4,4
O=C(O)c1ccccc1N(Cc1ccccc1)C(=O)COc1ccccc1,0,-5,95,8,2,102,100,-4.6,6
S=c1[nH]nc(-c2ccccn2)n1/N=C/c1ccc(Br)s1,2,1,116,-29,0,104,105,-3.4,-18
C=CCOc1c(Cl)cc(CNc2ccc3[nH]c(=O)[nH]c3c2)cc1OC,10,8,93,10,0,103,108,-1.1,10
Cc1nc2sc(C(c3ccc(C(C)C)cc3)N3CCN(CCO)CC3)c(O)n2n1 (centres undefined),-6,6,89,3,0,100,98,3.4,5
C=CCc1ccc(OCCCCN2CCC(C)CC2)c(OC)c1,7,-5,93,6,0,88,84,1.2,-2
C=C1CCN([C@H](C(=O)NCc2cc(OC)c(OC)c(OC)c2)C(C)C)S(=O)(=O)c2ccccc21,30,-2,97,1,2,96,112,2.7,4
CN(c1ccccc1)S(=O)(=O)c1ccc(Cl)c(C(=O)OCC(=O)NCc2ccco2)c1,17,4,100,2,4,103,95,3.3,9
C=CCn1cnc2c(nnn2-c2ccc(C)c(Cl)c2)c1=O,7,4,93,0,0,96,94,0.0,0

The results go on.
molecule,VLA-4 inh,GLD-1 RNA inh,Yeast superoxide,Bcl-xL primary,GRK2 inh,AGP1 TOR yeast,CIT2 TOR yeast,MEX-5 binding,MCL1-BIM inh
COc1ccc(/C=C/C(=O)NC(=S)NNC(=O)c2cccs2)cc1,11,-2,77,8,3,93,95,2.3,11
O=C(COC(=O)CCc1nc2ccccc2s1)NCc1ccco1,9,0,86,0,1,94,83,-6.4,0
Cc1cc([N+](=O)[O-])ccc1NC(=O)c1cncc(Br)c1,-9,3,100,4,1,98,101,2.7,2
Cc1cc(C)c2[nH]c(O)c(N=Nc3ccc(C(=O)O)cc3)c2c1,-6,-4,101,6,7,104,108,-0.7,3
O=C(Cn1cccc1C(=O)c1ccccc1)NCc1ccccc1Cl,1,-4,97,-1,0,101,100,1.2,-1
CC(=O)Nc1ccc(NC(=O)C2CCN(S(=O)(=O)c3ccc4c(c3)OCCO4)CC2)cc1,7,3,132,-13,3,94,85,.,-26
CCOc1ccc(NC(=O)C[n+]2ccccc2)cc1,9,5,107,6,0,94,97,0.5,3
COc1cccc(C2=CC(c3cccc(OC)c3OC(F)F)n3nnnc3N2)c1 (centres undefined),9,-1,115,7,3,101,102,0.1,9
COc1ccc(OC)c(/C=N/NC(=O)Cc2nc3ccccc3[nH]2)c1,1,-4,92,-1,0,95,96,-4.4,-2
COC/C=C/C1=CC2=CC(=O)C(C)(OC(=O)c3cnc4ccccc4n3)C(=O)C2=CN1Cc1ccc(OC)cc1 (centres undefined),26,14,80,19,5,113,107,-5.8,36
O=C(CN1C(=O)NC2(CCCCCC2)C1=O)N1CCN(S(=O)(=O)c2ccc(Cl)cc2)CC1,11,3,124,-7,0,.,104,0.7,-9
Cc1ccc(-n2nc(CN3CCOCC3)c(-c3ccccc3)c2N)c(C)c1,-11,-1,89,4,1,112,113,-0.2,8
COc1ccc2c(c1)CCCN2C(N)=Nc1ccc(Cl)cc1,2,1,104,-1,0,102,105,3.0,3
COc1ccc(NC(=O)Nc2cc(NC(=O)Nc3ccc(OC)cc3)c(C)nc2C)cc1,7,3,92,-2,0,86,97,-1.9,6
O=C1SC(c2ccccc2)=C/C1=C\N1CCCCC1,18,-3,107,2,0,93,80,1.3,13
Nn1c(SCC(=O)NC2CCCCC2)nnc1C1CC1,6,0,117,-1,0,95,91,0.7,5
COc1ccc(CNC(=S)N2CCN(Cc3ccccc3)CC2)cc1,-2,1,94,1,1,104,94,-0.3,6
COc1ccccc1NC(=O)CNC(=O)Cn1c(C)cc2ccccc2c1=O,-18,-7,95,-4,0,99,89,-2.4,-4

From PubChem BioAssay

Hits appear at their usual frequency; about 2.1% have a hit in one of these screens.
